High-throughput results deposited in PubChem BioAssay by National Center for Advancing Translational Sciences (NCATS).
TDP-43 yeast inh – qHTS of TDP-43 Inhibitors; TDP-43 expressing yeast growth rescue, BacTiter-Glo, 24 h; 410,000 compounds, 1.8% hits; Potency, µM (top dose mostly 46.1 µM), for the others: top-dose growth rescue (activation), actives largely listed as activators; AID 652104, 2013; also: % of control where 0% means no effect; nearly all actives have a fitted effect of over 50% in size
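Readout is BacTiter-Glo luminescence of cell growth, so inhibitors register as activators. TDP-43-expressing yeast at OD600=0.02 in galactose medium, after raffinose pregrowth to mid-log, were incubated with compound for 24 hr at 30 deg C.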
HEK293 tox – qHTS of GLP-1 Receptor Inverse Agonists: Cytotox Screen; HEK293 cAMP-luciferase reporter cells, luminescence, 24 h; Potency, µM (top dose mostly 38.3 µM), inactives show top-dose activity change, negative = inhibition, usual class: inhibitors; 410,000 compounds, 0.13% hits; AID 624418, 2012;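 also: loss of luciferase light is scored as toxicity; % is scaled to controls: 0 for no effect and ±100 for the full control effect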
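Step one: seed cells (200 cells/uL, DMEM with 10% Nu serum, 1% pen-strep). Step two: 12-hour incubation at 37 deg C. Step three: pin 23 nL compound, incubate 24 hr. Step four: add luciferase reagent, read luminescence 12 min later.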
GLP1R inv ag – qHTS of GLP-1 Receptor Inverse Agonists (Inhibition Mode); Glucagon-like peptide 1 receptor (Homo sapiens), P43220; Potency, µM (series often up to 38.3 µM), without a hit: at the top dose activity change, negative = inhibition, actives largely listed as inhibitors; HEK293 GLP-1R CRE-luciferase, luminescence, 24 h; GLP-1R form is constitutively active; 410,000 compounds, 1.6% hits; AID 624417, 2012; also: % is scaled to controls: 0 for no effect and ±100 for the full control effect; nearly all actives have a fitted effect of over 55% in size
Target sequence (P43220 whole entry, looked up): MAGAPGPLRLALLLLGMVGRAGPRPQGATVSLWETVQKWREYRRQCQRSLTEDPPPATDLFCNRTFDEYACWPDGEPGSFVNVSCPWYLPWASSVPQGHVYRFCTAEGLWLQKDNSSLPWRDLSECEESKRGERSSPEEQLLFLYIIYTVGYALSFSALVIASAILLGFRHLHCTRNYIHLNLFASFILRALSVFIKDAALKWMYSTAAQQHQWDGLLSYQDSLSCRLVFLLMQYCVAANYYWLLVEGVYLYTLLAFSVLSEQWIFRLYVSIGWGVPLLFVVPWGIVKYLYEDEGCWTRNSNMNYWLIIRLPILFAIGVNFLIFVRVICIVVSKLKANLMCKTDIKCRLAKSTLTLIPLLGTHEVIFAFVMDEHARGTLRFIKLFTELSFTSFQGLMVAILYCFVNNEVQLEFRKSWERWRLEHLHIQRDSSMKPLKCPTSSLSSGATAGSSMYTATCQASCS
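HEK293 cells stably co-expressing a cAMP-responsive luciferase reporter and constitutively active GLP-1R were seeded, incubated 12 h, then exposed to compounds for 24 h at 37 C. Luminescence was read 12 min after detection reagent; inverse agonists lower signal.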
Numbers without * were called inactive; [ ] = remark or other dose. Calls follow the shape of the dose curve; as a rule, active = well fitted curve in the direction sought with a large enough effect; inconclusive = small, poorly fitted or top-dose-only effect, or another doubt; inactive = no such curve, though single readings can be large; an effect the other way counts as inactive or inconclusive. Potency is read from the fitted curve at half-maximal effect.

Sample of the layout (two entries):
Screening O=C(CCS(=O)(=O)c1nc(-c2ccc3c(c2)OCO3)cc(C(F)(F)F)n1)Nc1ccc(F)c(Cl)c1 returned TDP-43 yeast inh 1%, HEK293 tox inconclusive and GLP1R inv ag inconclusive.
Screening COc1ccccc1CN(Cc1c(Cl)cccc1Cl)S(=O)(=O)c1ccc(Br)cc1 returned TDP-43 yeast inh 15%, HEK293 tox 6% and GLP1R inv ag 2%.

The whole of this part, from the first entry:
Screening O=C(CCS(=O)(=O)c1nc(-c2ccc3c(c2)OCO3)cc(C(F)(F)F)n1)Nc1ccc(F)c(Cl)c1 returned TDP-43 yeast inh 1%, HEK293 tox inconclusive and GLP1R inv ag inconclusive.
Screening COc1ccccc1CN(Cc1c(Cl)cccc1Cl)S(=O)(=O)c1ccc(Br)cc1 returned TDP-43 yeast inh 15%, HEK293 tox 6% and GLP1R inv ag 2%.
COc1ccc(NC(=O)c2ccco2)cc1NC(=O)c1cc(Br)ccc1Cl was read as TDP-43 yeast inh 4%, HEK293 tox -1% and GLP1R inv ag 8%.
Cc1cc(OCCCSc2nc(-c3ccc(C(C)(C)C)cc3)nc3cc(=O)[nH]n23)ccc1Cl was read as TDP-43 yeast inh 14%, HEK293 tox 6% and GLP1R inv ag 9%.
Screening CCc1ccc(NC(=O)CC2C(=O)N(c3cccc(C)c3)C(=O)N2Cc2ccc(F)cc2)cc1 (centres undefined) returned TDP-43 yeast inh 4%, HEK293 tox -5% and GLP1R inv ag inconclusive.
`O=C(O)CCn1c(=O)c2cccn2c2cccnc21` gave TDP-43 yeast inh 12%, HEK293 tox 5% and GLP1R inv ag 2%.
CC1=C(c2ccc(C)cc2)S(=O)(=O)N(Cc2ccc(C(=O)NCc3cccc(C)c3)cc2)C1=O was read as TDP-43 yeast inh -1%, HEK293 tox 1% and GLP1R inv ag 2%.
Screening CCN1CCN(C(=O)c2ccc3c(c2)N(Cc2cc(C)ccc2C)C(=O)c2ccccc2S3(=O)=O)CC1 returned TDP-43 yeast inh 0%, HEK293 tox -2% and GLP1R inv ag -11%.
`CC(C)c1ccc(C2CC(=O)N3CN(C4CCCCC4)CSC3=C2C#N)cc1` (centres undefined) gave TDP-43 yeast inh -1%, HEK293 tox -8% and GLP1R inv ag 8%.
For COc1ccc2c(c1)-c1nc(NC(=O)c3cc(OC)c(OC)c(OC)c3)sc1CC2 the results were TDP-43 yeast inh -1%, HEK293 tox inconclusive and GLP1R inv ag 10µM*.
For CN(C)c1ccc(CN(Cc2ccco2)C(=O)c2ccc(F)cc2)cc1 the results were TDP-43 yeast inh 5%, HEK293 tox -2% and GLP1R inv ag inconclusive.
For Cc1ccc(C)c(CN2C(=O)c3ccccc3S(=O)(=O)c3ccc(C(=O)N4CCOCC4)cc32)c1 the results were TDP-43 yeast inh 9%, HEK293 tox -10% and GLP1R inv ag -31%.
For Cc1cc(C)cc(-n2ccn(Cc3ccc(F)cc3)c(=O)c2=O)c1 the results were TDP-43 yeast inh 11%, HEK293 tox 0% and GLP1R inv ag -7%.
`CC1CCc2onc(C(=O)N3CCN(c4ccccc4)CC3)c2C1` (centres undefined) gave TDP-43 yeast inh inconclusive, HEK293 tox -2% and GLP1R inv ag 3%.
Screening COc1ccccc1CNC(=O)Cn1c(=O)nc(-c2ccccc2F)c2cc(Cl)ccc21 returned TDP-43 yeast inh 19%, HEK293 tox -9% and GLP1R inv ag 3%.
Screening Cc1ccc(NC(=O)COc2ccc(-c3nn(C)c(=O)c4ccccc34)cc2)c(C)c1 returned TDP-43 yeast inh 0%, HEK293 tox -12% and GLP1R inv ag 11%.
CCN(CC)c1nn2c(=O)c(C(=O)NCCc3ccccc3C)cnc2s1 was read as TDP-43 yeast inh 20%, HEK293 tox 11% and GLP1R inv ag 8%.
For O=C(NCCc1csc(-c2ccc(C(F)(F)F)cc2)n1)C(=O)Nc1ccc(F)c(Cl)c1 the results were TDP-43 yeast inh 12%, HEK293 tox 5% and GLP1R inv ag 0%.
`CCCc1cc(=O)[nH]c2nnc(SC(C)CC)n12` (centres undefined) gave TDP-43 yeast inh inconclusive, HEK293 tox -2% and GLP1R inv ag 1%.
`CCOc1ccc(NC(=O)CSc2nc3c(oc4ccccc43)c(=O)n2-c2ccccc2C)cc1` gave TDP-43 yeast inh 6%, HEK293 tox -19% and GLP1R inv ag 12%.
Cc1nn(-c2ccc(N3CCCC3)nn2)c(C)c1CCC(=O)N1CCN(c2ccc(F)cc2)CC1 was read as TDP-43 yeast inh -20%, HEK293 tox -5% and GLP1R inv ag 7%.
COc1ccc(CCNC(=O)C2CCN(c3ncnc4c3nc3n4CCCCC3)CC2)c(OC)c1 was read as TDP-43 yeast inh 12%, HEK293 tox -4% and GLP1R inv ag 4%.
Cc1ccc(C)n1-c1nnc(N2CCC(C(=O)NCc3ccc(F)cc3)CC2)s1 was read as TDP-43 yeast inh 10%, HEK293 tox -14% and GLP1R inv ag -7%.
For CCN1CCSc2ccc(C(=O)NCc3ccc(OC)cc3)cc21 the results were TDP-43 yeast inh inconclusive, HEK293 tox -4% and GLP1R inv ag -17%.
`COc1ccc(C2c3c(oc4ccc(Cl)cc4c3=O)C(=O)N2CCCN(C)C)cc1OC` (centres undefined) gave TDP-43 yeast inh 10%, HEK293 tox 22% and GLP1R inv ag 6%.
Screening O=C(CCSCc1cccc(Cl)c1)NCc1ccc(F)cc1Cl returned TDP-43 yeast inh 22µM*, HEK293 tox 2% and GLP1R inv ag inconclusive.
CCS(=O)(=O)c1cccc(C(=O)N2CCN(c3nc4c(C)ccc(Cl)c4s3)CC2)c1 was read as TDP-43 yeast inh inconclusive, HEK293 tox -22% and GLP1R inv ag inconclusive.
CC1=C(c2ccc(C)cc2)S(=O)(=O)NC1=NCCCN1CCN(c2ccc(F)cc2)CC1 was read as TDP-43 yeast inh 18%, HEK293 tox -11% and GLP1R inv ag 11µM*.
COc1cc(-c2cc(OC)c3c(C)oc(C)c3c(=O)c2)ccc1OC(=O)c1cccc(Cl)c1 was read as TDP-43 yeast inh 20µM*, HEK293 tox 5% and GLP1R inv ag -17%.
For COc1cc(C2C(=O)N(C3CCCCC3)CC(=O)N2CCC2=CCCCC2)ccc1OC(C)C (centres undefined) the results were TDP-43 yeast inh -23%, HEK293 tox 1% and GLP1R inv ag 12%.
`O=C(Cn1nnnc1-c1ccccc1F)Nc1ccc(F)c(F)c1` gave TDP-43 yeast inh 15%, HEK293 tox -5% and GLP1R inv ag -3%.
Screening Cc1ccc(CCNC(=O)C2CC(=O)N(CCc3ccc(C)cc3)C2)cc1 (centres undefined) returned TDP-43 yeast inh inconclusive, HEK293 tox -4% and GLP1R inv ag -27%.
O=C(Cn1c(SCc2ccccc2F)nc2cccnc21)Nc1ccc(F)c(Cl)c1 was read as TDP-43 yeast inh 7%, HEK293 tox -14% and GLP1R inv ag inconclusive.
`Cc1ccc(OCC(=O)Nc2cccc(C(=O)OCc3cc(=O)n4c(C)csc4n3)c2)cc1` gave TDP-43 yeast inh inconclusive, HEK293 tox -3% and GLP1R inv ag inconclusive.
`O=C(NCCS(=O)(=O)N1CCN(c2ccc(F)cc2)CC1)C1CC(=O)N(c2ccc(F)cc2)C1` (centres undefined) gave TDP-43 yeast inh 20%, HEK293 tox 5% and GLP1R inv ag 3%.
For CCC(Oc1ccc(F)cc1)C(=O)Nc1nc(-c2ccc(F)cc2)ns1 (centres undefined) the results were TDP-43 yeast inh inconclusive, HEK293 tox -24% and GLP1R inv ag 10µM*.
`CCOC(=O)c1cc(-c2ccc(OC)cc2)n(CCC(=O)Nc2ccc(OC)cc2OC)c1C` gave TDP-43 yeast inh 13%, HEK293 tox -5% and GLP1R inv ag inconclusive.
CCC1CN(C(=O)Nc2cc(C)cc(C)c2)c2ccccc2O1 (centres undefined) was read as TDP-43 yeast inh inconclusive, HEK293 tox 2% and GLP1R inv ag inconclusive.
Screening CCOC(=O)N1CCc2c(sc3c2c(=O)n(-c2ccc(CC)cc2)c(=O)n3Cc2cccc(Cl)c2)C1 returned TDP-43 yeast inh 13%, HEK293 tox -2% and GLP1R inv ag 3%.
For COc1ccc(OC)c(CNS(=O)(=O)c2c(C(=O)N3CCC(C)CC3)c(C)n(C)c2C)c1 the results were TDP-43 yeast inh 20%, HEK293 tox -10% and GLP1R inv ag 5%.
For Cc1nc(N2CCOCC2)c2c(C(=O)N3CCN(c4ccccc4)CC3)c(C)oc2n1 the results were TDP-43 yeast inh 0%, HEK293 tox -2% and GLP1R inv ag 0%.
For O=C(NCCc1ccccc1)c1ccc2c(c1)N(Cc1ccc(F)cc1)C(=O)CS2 the results were TDP-43 yeast inh inconclusive, HEK293 tox -14% and GLP1R inv ag inconclusive.
For O=C(Nc1cccc(Br)c1)N1CCC(CN2CCCCCC2)CC1 the results were TDP-43 yeast inh 3%, HEK293 tox -3% and GLP1R inv ag -6%.
Screening Cc1ccc(-n2ncc(C(=O)Nc3c(Cl)cccc3Cl)c2C2CCNCC2)cc1 returned TDP-43 yeast inh -7%, HEK293 tox inconclusive and GLP1R inv ag inconclusive.
For CC(C)Cn1c(=O)c2ccccc2n2c(CCC(=O)Nc3cccc(Cl)c3)nnc12 the results were TDP-43 yeast inh 16%, HEK293 tox -21% and GLP1R inv ag 1%.
For Cc1ccccc1CSc1cn(CC(=O)N2CCCCC2)c2ccccc12 the results were TDP-43 yeast inh inconclusive, HEK293 tox -13% and GLP1R inv ag inconclusive.
Screening CCOC(=O)c1cccc(NC(=O)C2=C(C)C(=O)OC23CCCCC3)c1 returned TDP-43 yeast inh 27%, HEK293 tox 1% and GLP1R inv ag -2%.
For Cc1cc(C)c(/C=C/c2onc(C)c2S(=O)(=O)N2CCC(C(=O)N3CCN(c4ccc(Cl)cc4)CC3)CC2)c(C)c1 the results were TDP-43 yeast inh 0%, HEK293 tox 5% and GLP1R inv ag 12%.

As a short view, two of the compounds above:
For Cc1ccccc1CSc1cn(CC(=O)N2CCCCC2)c2ccccc12 the results were TDP-43 yeast inh inconclusive, HEK293 tox -13% and GLP1R inv ag inconclusive.
Screening CCOC(=O)c1cccc(NC(=O)C2=C(C)C(=O)OC23CCCCC3)c1 returned TDP-43 yeast inh 27%, HEK293 tox 1% and GLP1R inv ag -2%.

Remaining list, next part.
Screening Cc1ccc(NCc2cccn2-c2nnc(N3CCC(C(=O)NCCc4ccc(Cl)cc4)CC3)s2)cc1 returned TDP-43 yeast inh 35µM*, HEK293 tox -13% and GLP1R inv ag 10µM*.
COc1cc(C2C(=O)N(C3CCCCC3)CC(=O)N2CCc2ccccc2)ccc1OC(C)C (centres undefined) was read as TDP-43 yeast inh -15%, HEK293 tox 7% and GLP1R inv ag 1%.
Screening Cc1ccc(Cl)cc1NC(=O)Cn1c(=O)oc2cc(S(=O)(=O)N3CCCC3)ccc21 returned TDP-43 yeast inh 13%, HEK293 tox 0% and GLP1R inv ag -23%.
`CCOC(=O)N1CCN(Cc2nc3cc(NC(C)=O)ccc3n2C(C)C)CC1` gave TDP-43 yeast inh 1%, HEK293 tox -15% and GLP1R inv ag -27%.
Screening Cc1ccc(NC(=O)c2c(C)oc3ccc(O)c(CN(C)Cc4ccccc4)c23)c(C)c1 returned TDP-43 yeast inh 7%, HEK293 tox -9% and GLP1R inv ag inconclusive.
O=C(Nc1sc2c(c1C(=O)NCc1ccco1)CCCC2)c1cc(=O)c2ccccc2o1 was read as TDP-43 yeast inh 16%, HEK293 tox 15% and GLP1R inv ag 4%.
Screening Cc1cccc(N2CCn3c2nc2c3c(=O)n(C/C=C/c3ccccc3)c(=O)n2C)c1 returned TDP-43 yeast inh 17%, HEK293 tox 4% and GLP1R inv ag 3%.
COc1cccc(NC(=O)CCCn2c(=O)c3cccn3c3cccnc32)c1 was read as TDP-43 yeast inh inconclusive, HEK293 tox 4% and GLP1R inv ag 55%[activator].
CCCCOc1ccccc1C(=O)N(Cc1sccc1C)C1CCS(=O)(=O)C1 (centres undefined) was read as TDP-43 yeast inh 27%, HEK293 tox -5% and GLP1R inv ag -2%.
Screening CC(C)CC(=O)Nc1ccc2nc(SCC(=O)N3CCCC3)sc2c1 returned TDP-43 yeast inh 2%, HEK293 tox 4% and GLP1R inv ag 9%.
`COc1ccc(C(=O)Nc2ccc3oc(-c4ccc5ccccc5c4)nc3c2)cc1Br` gave TDP-43 yeast inh 10%, HEK293 tox -15% and GLP1R inv ag 13%.
Screening Cc1ccccc1C(=O)Nc1cccc(OCc2cc(=O)n3cccc(C)c3n2)c1 returned TDP-43 yeast inh 0%, HEK293 tox 0% and GLP1R inv ag -16%.
CC(C)CCn1c(=O)c2sccc2n2c(CCCC(=O)NC3CCC(C)CC3)nnc12 (centres undefined) was read as TDP-43 yeast inh 4%, HEK293 tox 14% and GLP1R inv ag 5%.

An excerpt. The share of hits here may be higher or lower than overall.
